beta cell repl = inducers of MIN6 beta-cell proliferation, primary screen, ATP luminescence, uHTS; MIN6 cells proliferation, ATPlite luminescence, 48 h; cells starved in 0.2% serum; 100% = growth in 10% serum; proliferation, % at 10 µM; 330,000 tested, 0.29% active;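 active = compounds whose signal lies at least 3.5 SD above the mean of all wells on their plate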;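 note: 0% = DMSO-treated cells in low-serum medium and 100% = 10% serum control; some compounds called inactive have numbers as strong as hits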
mIAP act = activators of mouse IAP, primary screen, biochemical, luminescence, uHTS; intestinal alkaline phosphatase [Mus musculus]; muIAP, CDP-Star luminescence, 30 min; stronger effect = higher value; 1 = vehicle-only enzyme signal, 0 = enzyme-free wells; activation factor at 10 µM; 330,000 tested, 0.24% active; AID 2805, 2010;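 active = activation factor of at least 2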; note: the source names both 10 and 20 µM as test concentration; values of inactives mirror those of a sister screen read the other way
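System: Mouse IAP enzyme | Also added: CDP-Star substrate | Dosing: Compounds dispensed in DMSO | Schedule: 30 min enzyme-substrate-compound incubation at room temperature | Technique: Chemiluminescence readout | Control set: DMSO-only wells and no-enzyme negative control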
A3G deaminase = APOBEC3G DNA deaminase inhibitors, primary screen, biochemical, fluorescence, single-stranded DNA substrate, uHTS. AID 493012, 2011. inhibition, % at 20 µM. recombinant A3G, ssDNA deamination FAM/TAMRA fluorescence. 330,000 tested, 0.28% active. DNA dC->dU-editing enzyme APOBEC-3G (Homo sapiens), Q9HC16;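 active = inhibition of at least 40% at 20 µM, with no more than 30% in the related APOBEC3A deaminase screen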;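 note: plate controls were DMSO wells with A3G for no effect and wells lacking A3G enzyme for full effect; some compounds called inactive have numbers as strong as hits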
Target sequence (Q9HC16 whole entry, looked up): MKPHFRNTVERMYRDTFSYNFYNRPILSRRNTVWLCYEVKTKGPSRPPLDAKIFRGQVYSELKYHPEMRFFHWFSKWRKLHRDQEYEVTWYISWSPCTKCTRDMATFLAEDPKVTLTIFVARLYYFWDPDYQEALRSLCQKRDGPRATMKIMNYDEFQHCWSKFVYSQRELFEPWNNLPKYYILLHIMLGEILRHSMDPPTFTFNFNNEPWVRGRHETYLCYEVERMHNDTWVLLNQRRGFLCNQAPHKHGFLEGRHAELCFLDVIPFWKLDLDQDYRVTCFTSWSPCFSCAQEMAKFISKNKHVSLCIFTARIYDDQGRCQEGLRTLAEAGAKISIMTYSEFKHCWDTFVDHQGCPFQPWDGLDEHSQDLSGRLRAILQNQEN
ATG4B inhibitor = ATG4B protease inhibitors, primary screen, biochemical, fluorescence, uHTS. Cysteine protease ATG4B (Homo sapiens), Q9Y4P1. ATG4B cleavage of LC3-PLA2, NBD-HPC fluorescence, 1 h. inhibition, % at 8.33 µM. 340,000 tested, 0.51% active; in the data active = inhibition above about 40%
MPTP inh = mitochondrial permeability transition pore inhibitors, primary screen, biochemical, isolated mouse mitochondria, absorbance | inhibition, % at 10 µM | 360,000 tested, 1.4% active | Ca2+ swelling absorbance, 30 min;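 active = inhibition of 50% or more, scaled per plate between neutral and stimulator controls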;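 note: 0% = DMSO wells given calcium and 100% = 1 mM EGTA wells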
APOBEC3A inh = APOBEC3A ssDNA deaminase inhibitors, primary screen, selectivity assay for APOBEC3G inhibitor project, biochemical, FAM/TAMRA oligo cleavage fluorescence | DNA dC->dU-editing enzyme APOBEC-3A (Homo sapiens), P31941 | recombinant A3A, FAM/TAMRA ssDNA deamination fluorescence | inhibition, % at 20 µM | 330,000 tested, 0.41% active;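 active = at least 40% inhibition at 20 µM here, with at most 30% in a related deaminase screen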;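 note: plate controls were A3A with DMSO for no effect and wells lacking A3A enzyme for full effect; some results filed as inactive read as strong as hits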
mIAP inh = inhibitors of mouse IAP, primary screen, biochemical, luminescence, uHTS | purified mouse IAP, CDP-Star luminescence, 30 min | inhibition, % at 10 µM | 330,000 tested, 0.2% active;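 active = inhibition of at least 40% at 10 µM in the primary screen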;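 note: plate controls were DMSO with enzyme for no effect and no enzyme wells for full effect; values of inactives mirror those of a sister screen read the other way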
hIAP inh = human IAP inhibitors, primary screen, biochemical, luminescence, uHTS; 330,000 tested, 0.12% active; Intestinal-type alkaline phosphatase (Homo sapiens), P09923; AID 2544, 2010; inhibition, % at 10 µM; purified IAP, CDP-Star luminescence, 30 min;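 active = inhibition reaching a set limit with compound at 10 µM in the primary screen, cut at about 35% in these data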;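 note: plate controls were DMSO wells with enzyme for no effect and no-enzyme buffer wells for full effect; values of inactives mirror those of a sister screen read the other way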
Target sequence (P09923 whole entry, looked up): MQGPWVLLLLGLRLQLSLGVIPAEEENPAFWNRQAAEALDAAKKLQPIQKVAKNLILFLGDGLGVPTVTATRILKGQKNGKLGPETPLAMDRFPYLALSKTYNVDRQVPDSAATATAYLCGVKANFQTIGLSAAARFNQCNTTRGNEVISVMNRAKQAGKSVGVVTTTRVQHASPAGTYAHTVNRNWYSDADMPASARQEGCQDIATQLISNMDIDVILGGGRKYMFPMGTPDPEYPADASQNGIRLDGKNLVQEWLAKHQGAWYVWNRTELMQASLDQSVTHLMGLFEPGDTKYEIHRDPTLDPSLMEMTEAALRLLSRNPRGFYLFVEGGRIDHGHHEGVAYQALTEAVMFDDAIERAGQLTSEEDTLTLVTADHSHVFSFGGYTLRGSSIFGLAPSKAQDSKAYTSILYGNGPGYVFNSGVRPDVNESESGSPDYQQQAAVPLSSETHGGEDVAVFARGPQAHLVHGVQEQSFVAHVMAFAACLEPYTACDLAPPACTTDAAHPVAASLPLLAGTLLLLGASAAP
hIAP act = human IAP activators, primary screen, biochemical, luminescence, uHTS. Intestinal-type alkaline phosphatase (Homo sapiens), P09923. 330,000 tested, 0.16% active. activation factor at 10 µM. purified human IAP, CDP-Star luminescence, 30 min; stronger effect = higher value; 1 = vehicle-only enzyme, 0 = enzyme-free background;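 active = activation factor of the enzyme at least 2-fold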; note: the source names both 10 and 20 µM as test concentration; values of inactives mirror those of a sister screen read the other way
Numbers without * were called inactive; / = not tested or not shown. Hits appear at their usual frequency; 3.3% or so of the library scored in one or more.

SMILES	beta cell repl	mIAP act	A3G deaminase	ATG4B inhibitor	MPTP inh	APOBEC3A inh	mIAP inh	hIAP inh	hIAP act
Cc1ccc(-c2nc(N=Nc3ccc(O)cc3)n[nH]2)cc1	0	0.73	-2	-11	1.7	4	27	-11	1.1
COc1ccccc1-n1c(C)c(C(=O)O)c2cc(OC)c3ccccc3c21	-2	1.1	-11	1	0.8	-10	-6	-20	1.2
O=c1oc2ccccc2c(N2CCCC2)c1CN1CCCC1	-2	0.97	7	-1	2.0	0	3	12	0.88
O=C(NCc1ccco1)c1cc2n(n1)C(C(F)(F)F)CC(c1ccc(Br)cc1)N2 (stereo not drawn)	0	1.1	-6	3	5.2	0	-8	16	0.84
COc1cc(/C=C/c2nc(-c3ccccc3O)n[nH]2)cc(OC)c1OC	0	0.94	-6	-15	40	-1	6	-54	1.5
COc1cccc(NC(=O)N2CCCCCC2)c1	0	1	4	-5	-0.9	5	-3	-15	1.2
Cc1cccc2sc(NC(=O)Cn3c(C)csc3=O)nc12	-1	0.96	-3	-2	0.7	-2	4	-4	1
CSc1ccc(C2Nc3ccccc3-c3cc(C)nn32)cc1 (stereo not drawn)	-4	0.98	-1	1	12	3	2	11	0.89
C=CCn1c(NCc2cc(C)ccc2O)nc2ccccc21	-2	1.1	-11	-4	1.2	-6	-13	12	0.88
O=C(O)CC(C(=O)Nc1ccc(Cl)cc1)N1CCCCCC1 (stereo not drawn)	3	0.98	-8	0	-0.8	-1	2	14	0.86
O=C(CSCC(=O)NC1CCCC1)Nc1ccccc1	0	0.98	-2	-7	0.3	3	2	1	0.99
Cc1nc2ncnn2c(C)c1CCC(=O)Oc1ccccc1	-5	1.1	1	6	-0.5	7	-7	8	0.92
Cc1cc(C)cc(NC(=S)N2CCC(N(C)CC3CCCO3)CC2)c1 (stereo not drawn)	0	1	-6	8	-0.4	2	-5	-1	1
Cc1cccc(OCC(=O)NNC(=O)Cn2c(=O)cnc3ccccc32)c1	-2	0.92	-1	9	-2.5	0	8	-44	1.4
Cc1ccc(CN(C)C(=O)CC2C(=O)NCCN2CC2CCCCC2)cc1 (stereo not drawn)	0	0.86	0	-16	0.5	0	14	10	0.9
CCC(C)NC(=O)C1c2ccccc2C(=O)N1Cc1cc(OC)ccc1OC (stereo not drawn)	4	1	-1	-4	0.9	-3	-2	-8	1.1
CCOc1cc(C)c(S(=O)(=O)Nc2ccc(F)cc2)cc1C	-6	0.9	-6	-8	4.7	5	10	17	0.83
O=C(CC1CCCCC1)NCc1ccc(F)cc1	-4	1	-8	-19	-2.3	0	-3	-4	1
CCC(C)(C)N=C(NC#N)Nc1cccnc1	-4	1.1	-3	/	/	1	-14	-22	1.2
COc1ccc2oc(=O)c(C(=O)N3CCc4ccccc43)cc2c1	2	1.1	-4	6	-0.1	-5	-6	-13	1.1
O=C(NCCc1ccccc1)C1CCN(S(=O)(=O)c2cccc3nsnc23)CC1	2	1	-5	-12	0.7	-4	0	-15	1.1
Cc1ccccc1OCC(O)Cn1c(NCCN(C)C)nc2c1c(=O)n(C)c(=O)n2C (stereo not drawn)	-5	1.1	-6	/	-1.4	-3	-10	-7	1.1
CCOC(=O)c1c(CSc2ccc(C)cc2)oc2ccc(O)cc12	-6	1	-5	15	26	3	-1	9	0.91
CCOC(=O)C(Cc1ccccc1)C(=O)Nc1ccccc1C (stereo not drawn)	1	1	-5	0	-1.7	0	0	6	0.94
CCOC(=O)Cn1c(=O)oc2cc(S(=O)(=O)N3CCN(C(=O)c4ccco4)CC3)ccc21	0	1	-1	-2	0.2	-3	-2	-7	1.1
CCOC(=O)Cc1c(C)nc2cc(-c3ccc(Cl)cc3)[nH]n2c1=O	1	0.97	2	-14	1.3	4	3	1	0.99
O=[N+]([O-])c1ccccc1S(=O)(=O)n1nnc2ccccc21	0	0.93	-3	-6	-0.3	-1	7	10	0.9
O=C(COc1ccc(S(=O)(=O)NC2CCCCC2)cc1)NCCC1=CCCCC1	-3	1.1	-1	-1	-1.2	1	-14	-15	1.1
CC12CCC(=O)N1C(C(=O)Nc1cccc(S(=O)(=O)N3CCCCCC3)c1)CS2 (stereo not drawn)	-2	1	-6	-1	0.8	25	-4	-3	1
O=C(NCc1ccccc1)c1ccc(CS(=O)(=O)c2ccc(Br)cc2)o1	-1	0.89	-7	-2	-0.1	-6	11	-20	1.2
COc1ccc(N(CC(=O)N2CCN(c3ccccc3)CC2)S(=O)(=O)c2ccc(C)cc2)cc1	-4	0.93	-8	3	-0.9	-4	8	9	0.91
COCCN(C(=O)COC(=O)c1cccs1)c1c(N)n(Cc2ccccc2)c(=O)[nH]c1=O	3	0.93	-4	-5	-1.0	2	7	-6	1.1
COC(C(=O)Nc1ccnn1C1CCN(Cc2ccc(CO)o2)CC1)c1ccccc1 (stereo not drawn)	1	1.1	-8	6	0.7	-3	-8	13	0.87
Clc1ccc(/C=N/Nc2ncnc3nc[nH]c23)cc1	-4	1	-6	-5	0.8	3	-1	-123	2.2*
Clc1ccc(CNc2ccc(CNc3ncn[nH]3)cc2)cc1	-3	1	-2	3	0.0	0	0	-32	1.3
COc1ccc(NC(=O)N(C)C[C@H]2Oc3ccc(NS(=O)(=O)c4c(C)noc4C)cc3C(=O)N([C@H](C)CO)C[C@@H]2C)cc1	-2	1.1	-3	-13	0.1	0	-9	-2	1
O=C(O)c1nc(N2CCCCC2)ncc1Cl	-1	1	-8	-6	-1.7	-5	-2	2	0.98
C#CCOCCOCCOCCNc1nc(N2CCN(C(=O)[C@H](CCCCN)n3cc([C@@H](N)CC(C)C)nn3)CC2)nc(N2CCN(C(=O)[C@H](CCCCN)n3cc([C@@H](N)CC(C)C)nn3)CC2)n1	-3	0.9	-4	-7	-5.2	2	10	-3	1
COc1ccc(C(=O)Cn2c(C)nc([N+](=O)[O-])c2Br)cc1	-4	1.1	1	-5	4.5	2	-5	-13	1.1
O=C1c2ccccc2C(=O)N1Cc1ccccc1F	0	1	-10	-4	-0.7	-2	-2	-8	1.1
CCC(=O)Nc1ccc(S(=O)(=O)Nc2ccc(Cl)nn2)cc1	-2	1	-2	-2	0.7	0	0	2	0.98
CCC(Oc1ccccc1)C(=O)N1CC(C)CC(C)C1 (stereo not drawn)	-3	1.1	-3	2	0.9	-1	-5	2	0.98
CCOC(=O)C1(Cc2cccc(Cl)c2)CCCN(C(=O)c2cccnc2)C1 (stereo not drawn)	2	1	-1	24	-3.3	4	0	-1	1
C=CCN(CC=C)S(=O)(=O)c1ccc(C(=O)Nc2nnc(COC)o2)cc1	-5	0.9	-5	1	-1.8	-2	10	14	0.85
Cc1c(NC(=S)N/N=C/c2cc([N+](=O)[O-])ccc2O)c(=O)n(-c2ccccc2)n1C	-1	0.73	3	11	12	3	27	-27	1.3
C=CCOc1ccc(C2NC(=O)c3ccccc3O2)cc1OCC (stereo not drawn)	-1	1	-4	1	0.1	-4	-5	12	0.88
CCN1CCN(C(CNS(=O)(=O)c2ccccc2)c2cccnc2)CC1 (stereo not drawn)	-1	1	7	7	0.5	1	-4	7	0.93
C=CCNc1nnnc2c1sc1nc(N3CCOCC3)c3c(c12)CCCC3	2	1	-6	-6	3.6	-4	-5	7	0.93
C/C(=N/Nc1ccc(F)cc1)c1ccc(Cl)s1	0	0.98	-4	5	1.7	1	2	7	0.93
O=C(CCSc1ccc(Cl)cc1)N1CCN(c2ccc(O)cc2)CC1	-6	1	22	22	4.6	-3	0	8	0.92
C#CCOC(=O)c1ccc(-n2cncn2)nc1	5.9*	0.89	-3	-1	-0.5	0	11	4	0.96
Cc1cccc(N(CC(=O)N2CCCC2)S(=O)(=O)c2ccccc2)c1	0	0.97	-10	6	0.5	-2	3	0	1
CCN1CCN(S(=O)(=O)c2ccc(C)c([N+](=O)[O-])c2)CC1	0	1.1	4	-3	0.7	0	-8	1	0.99
CC(C)c1ccc(CNC(=O)CCc2ccccc2)cc1	2	0.96	-7	-5	-2.2	-3	4	0	1
CCOC(=O)c1c(-c2ccc(C)o2)csc1NC(=O)CN1CCN(CC)CC1	-2	1	11	-22	-1.7	-1	0	-8	1.1
CCCCCN(C(=O)CCC(=O)OCCOc1cccc(C)c1)c1c(N)n(CCCC)c(=O)[nH]c1=O	2	1.1	-5	-8	-0.7	16	-12	-6	1.1
CCCCN(C(=O)COC(=O)COc1c(C)cc(C)cc1C)c1c(N)n(CCC)c(=O)[nH]c1=O	3	0.89	-6	-15	-0.2	0	11	-6	1.1
COc1ccccc1C(=O)N1CCN=C1SC	-1	1	3	-1	0.2	2	-5	21	0.79
Cc1cccc(NC(=O)CCC2CCN(C(=O)C3CC=CCC3)CC2)c1 (stereo not drawn)	0	0.98	-7	2	-1.2	1	2	-9	1.1
CC1Cn2c(nnc2-c2cccc(Cl)c2)S1 (stereo not drawn)	-4	0.89	2	-10	-2.4	0	11	2	0.98

Filtered by structure, the compounds so far with an aryl thioether with sulfur outside any ring (three)
SMILES	beta cell repl	mIAP act	A3G deaminase	ATG4B inhibitor	MPTP inh	APOBEC3A inh	mIAP inh	hIAP inh	hIAP act
CSc1ccc(C2Nc3ccccc3-c3cc(C)nn32)cc1 (stereo not drawn)	-4	0.98	-1	1	12	3	2	11	0.89
CCOC(=O)c1c(CSc2ccc(C)cc2)oc2ccc(O)cc12	-6	1	-5	15	26	3	-1	9	0.91
O=C(CCSc1ccc(Cl)cc1)N1CCN(c2ccc(O)cc2)CC1	-6	1	22	22	4.6	-3	0	8	0.92

Additional entries.
SMILES	beta cell repl	mIAP act	A3G deaminase	ATG4B inhibitor	MPTP inh	APOBEC3A inh	mIAP inh	hIAP inh	hIAP act
CSc1nsc(SCC(=O)N2CCCc3ccccc32)n1	-3	1	-4	2	-0.4	1	-1	-18	1.2
COC(=O)c1c(C)noc1-c1cc(C)on1	0	0.97	-3	1	-0.1	-1	3	5	0.95
COc1cc(S(=O)(=O)N2CCN=C2c2ccccc2)ccc1Cl	-2	0.96	-12	-7	-0.4	-4	4	2	0.98
COc1ccc(-c2ccc([C@H]3[C@@H]4C=CCC[C@@]4(C)C(=O)N3Cc3ccccc3)c(F)c2)cc1OC	-8	1	-7	34	-1.2	1	-3	-6	1.1
Cc1ccc(C(=O)CN2C(=O)C(=O)N(Cc3ccccc3)C2=O)cc1	0	1	-1	-10	-0.9	2	-1	3	0.97
COc1cc(-n2c(C)nc3cc(C(=O)NCc4ccco4)ccc32)cc(OC)c1OC	0	1.1	5	-2	2.0	-1	-8	-5	1
CCCCCCC1CC(CSc2ncn[nH]2)OC1=O (stereo not drawn)	-3	0.93	-6	2	-1.0	-3	7	-7	1.1
Cc1nc(SCC(=O)N2CCOCC2)c2c(=O)n(C)c(=O)n(C)c2n1	-2	1.2	0	-1	0.7	-4	-23	-3	1
Cc1ccccc1NP(=O)(c1ccccc1)c1nc2ccccc2s1 (stereo not drawn)	3	0.98	-9	-8	0.0	-4	2	15	0.85

Compound activity from PubChem.
